ERG Ets-DNA blk – inhibitors of human ERG Ets domain-DNA interaction | P11308 | fluorescence polarization, His-ERG Ets domain / labelled DNA | Potency, µM (top dose mostly 76.9 µM), without a hit: top-dose FP activity, negative = inhibition, usual class: inhibitors | actives 0.028% (n = 370,000) | AID 624246; active = well fitted inhibition curve with a large enough effect in the polarisation, with a control signal flat; inconclusive = small, poorly fitted or top-dose-only effect, or effect the other way, or a change in a side signal; inactive = no such curve, though single readings can be large or run the other way; the % refers to the polarisation;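 note: polarization taken with two DNA probes labelled with fluorescein and Texas red; potency is the fitted concentration of half-maximal effect; % of control where 0% means no effect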
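His-tagged ERG Ets domain (1 uM in the protein solution; 300mM KCl, 50mM Tris-HCl, 1mM EDTA, 1mM DTT, pH 7.5) received compound, then a probe mix of 5 nM fluorescein-DNA and 100nM Texas-615-DNA. Fluorescence polarization was read for both dyes.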
G9a inh – G9a (human) methyltransferase inhibition; G9a H3K9 monomethylation, AlphaScreen, 2 h; Potency, µM (titrated, usually from 102 µM), for the others: at the highest dose activity, negative = inhibition, usual class: inhibitors; actives 8.8% (n = 350,000); Q96KQ7; note: potency is the fitted concentration of half-maximal effect; % is set by controls: 0 for no effect and ±100 for the full control effect; nearly all actives have a fitted effect of over 75% in size
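Compounds were preincubated with 20 nM G9a for 15 min, after which biotinylated H3K9 peptide (500 nM) and SAM (20 uM) started a 2 h room-temperature reaction. Monomethylated product was quantified by antibody-based AlphaScreen chemiluminescence.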
JMJD2A Tudor inh – JMJD2A Tudor domain (human) inhibition; AlphaScreen JMJD2A-Tudor / H3K4me3 peptide binding; Potency, µM (titrated, usually from 114 µM), without a hit: top-dose activity change, negative = inhibition, usual class: inhibitors; actives 4.4% (n = 390,000); note: potency is the fitted concentration of half-maximal effect; % is set by controls: 0 for no effect and ±100 for the full control effect; nearly all actives have a fitted effect of over 50% in size
PI4K2A block – PI4K2A (human) kinase inhibition; activity change, negative = inhibition, % at 76.9 µM; purified PI4K2A, ADP-Glo luminescence, 1 h; stronger effect = lower value; Q9BTU6; actives 0.13% (n = 420,000); in the data active = activity change below about -50%; inconclusive = mostly about -30% to -49%;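 note: -100% = wells without enzyme as full effect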
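PI4K2A activity was measured by ADP-Glo luminescence: enzyme (4 ug/mL stock) and phosphatidylinositol (1.2 mM stock) in Tris pH 7.5/MgCl2/EGTA/Triton X-100 buffer were reacted with ATP (300 microM stock) for one hour at ambient temperature.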
GLS inh – inhibitors of human glutaminase (GLS); GLS enzymatic activity, qHTS titration; AID 624170; actives 0.21% (n = 410,000); O94925; Potency, µM (titrated, usually from 45.5 µM), for inactives: at the top dose activity change, negative = inhibition, most hits filed as inhibitors; note: potency is the fitted concentration of half-maximal effect; % is set by controls: 0 for no effect and ±100 for the full control effect
Target sequence (O94925 whole entry, looked up): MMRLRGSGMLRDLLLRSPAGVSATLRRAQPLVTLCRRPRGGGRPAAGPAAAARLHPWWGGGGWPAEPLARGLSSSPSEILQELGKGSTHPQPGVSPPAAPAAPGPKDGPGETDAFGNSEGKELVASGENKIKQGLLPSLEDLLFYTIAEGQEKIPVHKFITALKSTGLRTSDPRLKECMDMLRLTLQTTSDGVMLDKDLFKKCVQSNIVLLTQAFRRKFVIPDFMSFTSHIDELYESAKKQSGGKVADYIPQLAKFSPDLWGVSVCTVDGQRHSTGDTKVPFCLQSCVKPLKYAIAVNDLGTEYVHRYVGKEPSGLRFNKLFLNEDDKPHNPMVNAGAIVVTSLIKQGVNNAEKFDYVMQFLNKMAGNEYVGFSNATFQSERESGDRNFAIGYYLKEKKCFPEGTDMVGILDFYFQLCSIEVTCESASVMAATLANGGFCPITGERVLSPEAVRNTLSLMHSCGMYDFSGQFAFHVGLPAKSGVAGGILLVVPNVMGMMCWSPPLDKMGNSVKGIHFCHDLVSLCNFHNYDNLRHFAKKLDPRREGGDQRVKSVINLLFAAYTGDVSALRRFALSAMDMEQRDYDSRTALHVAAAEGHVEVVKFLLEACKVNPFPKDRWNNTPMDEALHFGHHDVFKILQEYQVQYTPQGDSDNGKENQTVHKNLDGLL
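hKGA; 45 mM KH2PO4 pH 8.2 + 0.02% Tween-20; cpd via pin tool; 1 mM Gln soln; GluOx/HRP/Amplex Red; RT 30 min; fluor. t0 & final.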
Pin1 inhibitor – blocks the human prolyl isomerase Pin1; Q13526; Pin1 FP peptide displacement, HiFluor488, 10 min; actives 0.009% (n = 390,000); Potency, µM (titrated, usually from 115 µM), for the others: at the top dose activity, negative = inhibition, usual class: inhibitors; active = well fitted inhibition curve with a large enough effect in the polarisation, with a control signal flat, not every such curve was filed as active; inconclusive = small, poorly fitted or top-dose-only effect, or effect the other way, or a change in a side signal; inactive = no such curve, though single readings can be large or run the other way; the % refers to the polarisation; note: potency is the fitted concentration of half-maximal effect; % is set by controls: 0 for no effect and ±100 for the full control effect
Target sequence (Q13526 whole entry, looked up): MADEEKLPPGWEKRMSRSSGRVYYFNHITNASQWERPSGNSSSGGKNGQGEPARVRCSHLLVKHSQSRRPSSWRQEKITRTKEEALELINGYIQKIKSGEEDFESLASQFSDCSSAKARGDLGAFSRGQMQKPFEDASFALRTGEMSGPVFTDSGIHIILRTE
BAZ2B block – blocks human BAZ2B; AlphaScreen BAZ2B-H3K14Ac peptide displacement; Potency, µM (series often up to 114 µM), for the others: top-dose activity change, negative = inhibition, hits mostly inhibitors; actives 4.4% (n = 360,000); Q9UIF8; note: potency is the fitted concentration of half-maximal effect; % is set by controls: 0 for no effect and ±100 for the full control effect; nearly all actives have a fitted effect of over 60% in size
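BAZ2B 50 nM plus b-H3(5-23)K14Ac 50 nM, PBS pH 7.4/0.01% Tween-20, 30 min RT; compound added (max 110 uM), 30 min RT; streptavidin donor/Ni-chelate acceptor beads 10 ug/mL final, 20 min dark; AlphaScreen read.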
Tb PGK inh – blocks T. brucei phosphoglycerate kinase. P07378. PGK/GAPDH coupled, Kinase-Glo luminescence, 60 min. Potency, µM (series often up to 57.5 µM), for the others: at the highest dose activity change, negative = inhibition, hits mostly inhibitors. actives 0.043% (n = 380,000); note: potency is the fitted concentration of half-maximal effect; % is set by controls: 0 for no effect and ±100 for the full control effect; nearly all actives have a fitted effect of over 60% in size
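Recombinant glycosomal PGK reaction used 1,3-bisphosphoglycerate generated in-well by GAPDH (100nM final) in 100mM TEA pH 7.6, 5mM MgCl2, 0.01% Tween-20. After 60 minutes at room temperature, ATP was read by Kinase-Glo Plus luminescence end-point.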
HP1b binding inh – inhibitors of HP1-beta chromodomain binding to methylated histone tails. AlphaScreen HP1-beta / biotin-H3K9me3 peptide binding. Potency, µM (doses to about 114 µM), without a hit: top-dose activity change, negative = inhibition, hits mostly inhibitors. actives 0.56% (n = 390,000). P83916. AID 540317; note: potency is the fitted concentration of half-maximal effect; nearly all actives have a fitted effect of over 70% in size; inactives centre near 23
Target sequence (P83916 whole entry, looked up): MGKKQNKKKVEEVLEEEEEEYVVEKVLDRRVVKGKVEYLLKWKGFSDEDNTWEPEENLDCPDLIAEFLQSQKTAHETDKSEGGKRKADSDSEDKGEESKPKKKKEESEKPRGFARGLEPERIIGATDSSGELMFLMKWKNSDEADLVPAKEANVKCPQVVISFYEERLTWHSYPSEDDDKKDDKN
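Compound inhibition of the preformed complex between 50 nM HP1-beta and 50 nM biotinylated H3K9me3 peptide was read by AlphaScreen. Buffer was PBS pH 7.4 with 0.01% Tween-20. Incubations ran 30 min at room temperature, with 10 ug/mL donor/acceptor beads.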
Starred values were filed as active, the others as inactive; i = inactive; ? = inconclusive; / = not tested or not shown; & = joins results of further samples; [ ] = another dose, or the depositor's remark. Unless noted, calls come from the whole dose curve; as a rule, active = well fitted curve in the direction sought with a large enough effect; inconclusive = small, poorly fitted or top-dose-only effect, or another doubt; inactive = no such curve, though single readings can be large; an effect the other way counts as inactive or inconclusive. Outcome played no part in choosing rows; overall some 11% were active at least once.

SMILES	ERG Ets-DNA blk	G9a inh	JMJD2A Tudor inh	PI4K2A block	GLS inh	Pin1 inhibitor	BAZ2B block	Tb PGK inh	HP1b binding inh
Cc1ccc(C)c(SCC(=O)Nc2cc(S(=O)(=O)N3CCOCC3)ccc2C)c1	-6%	14µM*	-18%	-5	1%	0%	6%	-9%	16%
Cc1ccc(CSCc2ccc(C(=O)NCCc3ccc(Cl)cc3)o2)cc1	-3%	11%[59 µM]	-11%	0	-4%	0%	15%	-2%	26%
CCOc1ccc(-c2c(C)nn3c(C)c(C(=O)NCc4ccc(Cl)cc4)cnc23)cc1OCC	1%	9%[59 µM]	-6%	1	4%	0%	-15%	/	-15%
COc1ccccc1C1CCN(C(=O)c2cnn(-c3ccccc3)c2C)CC1	0%	-26%	-20%	1	0%	-4%	-32%	-6%	42%[activator]
CCOC(=O)CNc1nc2ccccc2n2c(C)nnc12	1%&-4%	22%[12.7 µM]	-6%&-7%	-4&-1	0%&2%	-2%&1%	-29%&0%	-6%	27%&23%
COc1ccc(NS(=O)(=O)c2ccc(O)c(C(=O)OCC(=O)NC(C)C3CC4CCC3C4)c2)cc1 (stereo unspecified)	7%	-48%	-8%	-3	10%	2%	-33%	-3%	19%
COC(=O)c1ccc(Cn2c(C)cc(C)[n+]2C)o1	7%	?	40µM*	0	-1%	-2%	?	-6%	21%
O=C(Nc1ccccc1)Nc1ccc(Cl)c(S(=O)(=O)N2CCOCC2)c1	-8%	-6%	-14%	1	17%	-2%	-4%	-5%	42%[activator]
CC(C)CN1CCN(CCCc2ccccc2)C(CCO)C1 (stereo unspecified)	-3%	45%[activator]	-1%	-2	-1%	-3%	9%	-2%	35%
CSc1nsc(SCC(=O)Nc2cccc(NC(C)=O)c2)n1	-6%	9%[59 µM]	-15%	1	11%	2%	1%	-1%	14%
Cc1cc(N2CCCC(C(=O)Nc3cccc4ccccc34)C2)n2ncnc2n1 (stereo unspecified)	4%	-48%[59 µM]	-17%	5	-15%	-6%	-22%	i	8%
COc1cccc(/C=C/C(=O)OCC(=O)c2ccc3c(c2)NC(=O)CO3)c1	4%	?	-27%	-6	-3%	10%	0%	i	36%
N#Cc1ccccc1Sc1ccccc1C(=O)OCC(=O)N1CCN(C(=O)c2ccco2)CC1	-4%	?	-11%	-6	11%	-4%	4%	-1%	19%
O=C(COC(=O)c1cccc(S(=O)(=O)N2CCc3ccccc32)c1)Nc1ncc(Cl)cc1Cl	1%	?	-25%	-9	24%	?	-7%	-10%	16%
O=C(O)c1ccc(C(=O)Nc2cccc(NC(=O)C3CCCO3)c2)cc1 (stereo unspecified)	2%	6%	-6%	-2	-1%	-9%	0%	i	34%
O=S(=O)(c1ccc(F)cc1)N1CC=C(c2ccccc2)CC1	-1%	/	6%	-1	-1%	12%	13%	i	47%[activator]
O=C(Nc1nccs1)C12CC3CC(C1)CC(C(=O)Nc1nccs1)(C3)C2	2%	-1%[59 µM]	-13%	3	0%	10%	10%	-14%	18%
O=C(NCC(c1ccc(F)cc1)N1CCOCC1)c1cccnc1Sc1ccccc1Cl (stereo unspecified)	-6%	-4%	-7%	-7	-5%	-3%	-4%	i	48%[activator]
CCCCCCNC(=O)N1C/C=C\C(c2ccc(OC)cc2)N(Cc2ccc(F)cc2)C(=O)C1 (stereo unspecified)	4%	-1%[59 µM]	-14%&-15%	5	-1%	0%&-1%	-4%	0%	34%&47%
COc1ccc(NC(=S)N2CCCCCC2)cc1OC	-4%	2%	-7%	2	13%	-1%	-16%	-3%	19%
O=C(NS(=O)(=O)N1CCOCC1)C1=C(N2CCCC2)COC1=O	9%	/	-28%	3	-3%	0%	/	i	12%
Cn1c(=O)oc2cc(S(=O)(=O)N3CCC(C(=O)N4CCN(c5ccc(Cl)cc5)CC4)CC3)ccc21	0%	-34%[59 µM]	-21%	2	1%	?	-10%	-6%	9%
C/C(CC(=O)NCc1ccc(Cl)cc1)=N\NC(=O)c1ccccc1F	-1%	-1%	-7%	-2	-29%	3%	-7%	-3%	13%
O=c1c2cc(NC(=S)NCc3cccnc3)ccc2nc2n1CCCCC2	-3%	2%	-10%	2	15%	0%	24%	i	52%[activator]
CCc1ccc(NC(=O)CSc2nc(=O)n(Cc3cccnc3)c3c2CCC3)cc1	-4%	2%[59 µM]	-7%	-1	3%	0%	-4%	9%	33%
COc1ccc(Cc2nnc(SCC(=O)Nc3ccccc3C)n(N)c2=O)cc1	-2%	?	-2%	2	8%	3%	-32%	-1%	21%
CN1C(=O)C2(NC(=O)c3ccccc3N2C)c2ccccc21 (stereo unspecified)	-10%	-6%[59 µM]	-17%	-1	3%	-6%	4%	0%	29%
Cc1ccc(CN2CCSc3ccc(C(=O)NCc4ccc(OC(C)C)cc4)cc32)cc1	-3%	-5%[59 µM]	-17%	-1	-8%	10%	2%	/	14%
O=C(O)CCc1ccc(-c2cccs2)n1NC(=O)c1ccc(O)cc1	2%	-14%[59 µM]	-32%	-8	2%	5%	-33%	6%	-1%
Cc1cc(NC(=O)Nc2cccc3ccccc23)no1	6%	23%[59 µM]	6%	4	9%	-1%	-25%&-16%	5%	51%[activator]
CC(=O)Nc1ccccc1OCc1nnc(-c2cccs2)o1	-16%	-2%[12.7 µM]	-5%	7	3%	3%	-5%	0%	12%
CCCc1nn(C)c(C(=O)Nc2cccc(CC)c2)c1Cl	-3%	124%[activator][59 µM]	97%[activator]	2	7%	-2%	135%[activator]	-7%	241%[activator]
O=C(C[C@H]1C[C@H](C(=O)N2CCCCC2)[C@@]2(CCc3ccccc3)c3[nH]c4cc(-c5ccco5)ccc4c3CCN2C1=O)NCc1ccco1	18%	/	?	-5	-12%	78%[activator]	/	-10%	-4%
Cc1nnc(SCC(=O)Nc2ccccc2NC(=O)CSc2nnc(C)s2)s1	-1%	-1%[59 µM]	-2%	7	-6%	-5%	-4%	-10%	7%
CCOc1ccc(NC(=O)CSCc2cnn(-c3ccccc3)c2-n2cccc2)cc1	5%	-9%[59 µM]	-9%	1	-1%	13%	-38%	5%	-2%
O=C(COc1ccc2cc(Br)ccc2c1Br)N1CCOCC1	5%	-8%	-8%	-3	-4%	2%	-12%	-1%	60%[activator]
O=C(Cn1c(-c2ccccc2)noc1=O)NCc1ccccc1	1%	-3%	-18%	0	9%	1%	7%	-6%	29%
Cc1cc(C)n(C(=O)CSc2nnc(SCC(=O)n3nc(C)cc3C)s2)n1	-11%	79µM*	-26%	-3	5%	-16%	22%	-13%	25%
CCc1ccc(-c2cc(C(F)(F)F)n3nc(C(=O)Nc4c(C)nn(Cc5ccccc5C)c4C)cc3n2)s1	-5%	31%[12.7 µM]	19%	10	4%	2%	4%	-8%	47%[activator]
COc1cc(Cl)c(C)cc1NC(=O)Cn1cc(S(=O)(=O)N2CCC(C)CC2)c2ccccc2c1=O	4%	-28%[59 µM]	-16%	0	0%	23%	-16%	0%	11%
COc1cc(NC(=O)CS(=O)(=O)c2ccc(C)cc2)cc(OC)c1OC	0%	2%	-13%	4	2%	2%	1%	-10%	18%
CC(=O)Nc1cccc(NC(=O)C2CCN(C(=O)c3ccco3)CC2)c1	10%	15%	-8%	1	-1%	-3%	2%	-10%	12%
Cc1ccc(-n2nc3c(=O)n(CCCC(=O)NCc4ccccc4F)nc(C)c3c2C)cc1	1%&-9%	62%[activator]	-7%&-17%	-2&6	0%&10%	11%&-2%	-3%&-13%	-5%&-7%	22%&20%
Cc1ccc(C(=O)N2CCN(C(=O)c3ccco3)CC2)cc1NC(=O)c1ccco1	-4%	0%	-2%	0	-23%	0%	-8%	-12%	41%[activator]
N#CC1(Nc2ccc(-c3ccc(Cl)cc3)cc2)CCCC1	-12%	/	-22%	3	-3%	-3%	/	-1%	-19%
Cc1cccn2c(=O)c3cc(C(=O)N4CCCC(C)C4)sc3nc12 (stereo unspecified)	-7%	89%[activator]	44%[activator]	-21	-11%	-3%	39%	-7%	92%[activator]

Entries from the list above that have a COOH group, in the order listed:
SMILES	ERG Ets-DNA blk	G9a inh	JMJD2A Tudor inh	PI4K2A block	GLS inh	Pin1 inhibitor	BAZ2B block	Tb PGK inh	HP1b binding inh
O=C(O)c1ccc(C(=O)Nc2cccc(NC(=O)C3CCCO3)c2)cc1 (stereo unspecified)	2%	6%	-6%	-2	-1%	-9%	0%	i	34%
O=C(O)CCc1ccc(-c2cccs2)n1NC(=O)c1ccc(O)cc1	2%	-14%[59 µM]	-32%	-8	2%	5%	-33%	6%	-1%

Some of these compounds in order of molar mass, smallest number first:
SMILES	ERG Ets-DNA blk	G9a inh	JMJD2A Tudor inh	PI4K2A block	GLS inh	Pin1 inhibitor	BAZ2B block	Tb PGK inh	HP1b binding inh
O=C(Cn1c(-c2ccccc2)noc1=O)NCc1ccccc1	1%	-3%	-18%	0	9%	1%	7%	-6%	29%
CC(=O)Nc1cccc(NC(=O)C2CCN(C(=O)c3ccco3)CC2)c1	10%	15%	-8%	1	-1%	-3%	2%	-10%	12%
CCc1ccc(-c2cc(C(F)(F)F)n3nc(C(=O)Nc4c(C)nn(Cc5ccccc5C)c4C)cc3n2)s1	-5%	31%[12.7 µM]	19%	10	4%	2%	4%	-8%	47%[activator]

High-throughput results (PubChem BioAssay)
